# Bioassay records as filed in PubChem BioAssay.
# sPLA2-III inh = Inhibits HGIII-sPLA2 liposome hydrolysis, primary screen; Q9NZ20; QFRET BODIPY PC-A2 liposome hydrolysis, fluorescence; inhibition, % at 12.2 µM; hit rate 0.56% among 370,000;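 active = inhibition above mean plus 3 SD of compounds lying within the high and low control bounds, cut at about 19% in these data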;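 note: 0% = median of test compound wells and 100% = no enzyme DMSO wells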
# Target sequence (Q9NZ20 whole entry, looked up): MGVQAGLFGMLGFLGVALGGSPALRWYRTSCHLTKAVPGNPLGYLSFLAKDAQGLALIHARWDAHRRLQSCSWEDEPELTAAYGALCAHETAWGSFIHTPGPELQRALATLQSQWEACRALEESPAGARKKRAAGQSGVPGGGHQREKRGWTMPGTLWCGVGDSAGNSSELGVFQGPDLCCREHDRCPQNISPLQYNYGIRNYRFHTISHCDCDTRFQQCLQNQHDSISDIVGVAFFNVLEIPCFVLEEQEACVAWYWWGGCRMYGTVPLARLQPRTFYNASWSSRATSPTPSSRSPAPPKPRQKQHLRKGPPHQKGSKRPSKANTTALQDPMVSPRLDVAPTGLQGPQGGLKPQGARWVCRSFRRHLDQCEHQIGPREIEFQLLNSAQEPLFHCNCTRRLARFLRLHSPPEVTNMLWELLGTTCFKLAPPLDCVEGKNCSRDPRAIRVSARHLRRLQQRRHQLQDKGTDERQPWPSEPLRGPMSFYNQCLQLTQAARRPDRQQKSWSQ
# PLC-beta3 inh = blocks human PLC-beta3 enzyme activity; Q01970; Purified PLC-beta3, fluorogenic substrate, fluorescence; inhibition, % at 12.2 µM; hit rate 0.18% among 370,000; AID 720704; in the data active = inhibition above about 11%;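 note: 0% = median of compound wells on plate and 100% = full blocker control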
# SMARCA2 act = activators of SMARCA2 function; MG213 cells, MMTV-luciferase reporter, dexamethasone, overnight; activation, % at 9.1 µM; hit rate 1% among 370,000; AID 652017; in the data active = activation above about 7.8%;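 note: 0% = vehicle wells and 100% = reference activator wells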
# hcDAF12 agonist = activates DAF-12 receptor from parasite H. contortus. HEK293 hcDAF-12 lit1-tk-luc reporter, luminescence; 0% DMSO, 100% Δ7-dafachronic acid. activation, % at 6.8 µM. hit rate 1.4% among 370,000;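 active = activation above the mean of all tested compounds plus 3 SD, cut at about 5.5% in these data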;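 note: 100% = response to 3 µM Δ7-dafachronic acid high control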
# FXN GAA850 act = activators of GAA850 frataxin (FXN) promoter; HEK293 lucGAA850 FXN promoter luciferase reporter, 24 h; percent of 10 µM SAHA response; activation, % at 6 µM; hit rate 0.56% among 360,000;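 active = activation above the average of all compounds screened plus 3 SD, cutoff fixed separately per campaign, cut at about 7.5% in these data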;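 note: 0% = DMSO wells and 100% = 10 µM SAHA wells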
# PG9 binder = PG9 antibody binding by small molecule | hit rate 0.43% among 360,000 | TR-FRET gp120-PG9 antibody binding | inhibition, % at 6.7 µM; in the data active = inhibition above about 8.5%
# ssDAF12 agonist = S. stercoralis DAF-12 activation, primary screen | HEK293 ssDAF-12/GRIP1 lit1-tk-luc reporter, luminescence; % of 3 µM dafachronic acid response | activation, % at 6.8 µM | hit rate 1% among 370,000;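 active = activation above the mean over all tested compounds plus 3 SD, cut at about 0.9% in these data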;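 note: 0% = DMSO-only wells and 100% = 3 µM delta7-dafachronic acid wells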
# DAX1 inh-1 = blocks DAX1 repression of SF-1 activated StAR promoter; HEK293T StAR-luciferase reporter, SF-1/DAX-1 repression relief; AID 652010; hit rate 1.1% among 370,000; inhibition, % at 6.8 µM;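 active = inhibition above the mean over all tested compounds plus 3 SD, cut at about 3.6% in these data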;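 note: 0% = DAX-1 cells with DMSO and 100% = cells lacking DAX-1 with DMSO; higher inhibition means more luminescence from relief of DAX-1 repression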
# DAX1 inh-2 = inhibitors of human orphan nuclear receptor DAX1 (NR0B1). P51843. HEK293 Gal4-DAX1 luciferase reporter, luminescence. inhibition, % at 6.75 µM. hit rate 0.99% among 340,000. AID 504766;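 active = inhibition above the mean over all tested compounds plus 3 SD, cut at about 4.2% in these data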;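 note: 0% = DAX1-transfected cells with DMSO and 100% = empty-vector control cells with DMSO; inhibition shows as a rise in luminescence from relieved DAX1 repression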
# hgDAF-12 ag = hgDAF-12 agonism, primary luciferase screen. activation, % at 6.8 µM. AID 687014. HEK293 GAL4-hgDAF12 UAS-luciferase reporter, agonist luminescence; normalized to butyrate control. hit rate 1.8% among 370,000;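 active = activation above a cutoff set at the mean of all screened compounds plus 3 SD, cut at about 10% in these data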;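 note: 0% = DMSO wells and 100% = sodium butyrate wells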
# Rev-erbA mod = modulators of human Rev-erb alpha DNA binding; Rev-erbα–FITC-DNA binding, fluorescence polarization, 90 min; activity, % at 10 µM; hit rate 0.79% among 370,000; P20393;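 active = activity above about 14%, limit read from the data; passing the limit was not always enough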;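 note: 0% = DMSO wells with 35 nM protein and 100% = DMSO wells with 750 nM protein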
# Target sequence (P20393 whole entry, looked up): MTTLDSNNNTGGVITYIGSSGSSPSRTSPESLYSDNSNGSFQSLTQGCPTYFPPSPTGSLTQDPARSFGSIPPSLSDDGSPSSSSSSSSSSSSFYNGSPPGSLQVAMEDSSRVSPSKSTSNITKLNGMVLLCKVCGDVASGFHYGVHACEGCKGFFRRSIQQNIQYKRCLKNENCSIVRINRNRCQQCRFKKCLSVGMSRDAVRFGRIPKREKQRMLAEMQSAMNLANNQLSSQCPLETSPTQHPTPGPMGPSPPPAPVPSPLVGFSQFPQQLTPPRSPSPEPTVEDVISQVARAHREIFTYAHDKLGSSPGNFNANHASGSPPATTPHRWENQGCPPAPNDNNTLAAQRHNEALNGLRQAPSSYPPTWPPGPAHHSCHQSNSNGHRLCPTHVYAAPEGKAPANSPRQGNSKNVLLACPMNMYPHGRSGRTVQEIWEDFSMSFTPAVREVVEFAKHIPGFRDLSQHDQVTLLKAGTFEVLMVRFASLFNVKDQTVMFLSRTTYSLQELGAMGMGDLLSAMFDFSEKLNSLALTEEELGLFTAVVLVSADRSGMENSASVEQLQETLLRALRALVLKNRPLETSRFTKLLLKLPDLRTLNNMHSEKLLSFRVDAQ
# An asterisk follows results filed as active; x = not tested or not shown. An unsorted share of the library. Share with any hit: about 7%.
SMILES,sPLA2-III inh,PLC-beta3 inh,SMARCA2 act,hcDAF12 agonist,FXN GAA850 act,PG9 binder,ssDAF12 agonist,DAX1 inh-1,DAX1 inh-2,hgDAF-12 ag,Rev-erbA mod
CCCCOc1ccc(C(=O)NCCN2CCC(n3c(=O)[nH]c4ccccc43)CC2)cc1,-18,5,3,-1.8,x,0.7,-1.3,-1.1,x,-0.5,-1
CCn1cc(C(=O)O)c(=O)c2cc(F)c(N3CCN(C(=S)NC(=O)c4c(OC)cccc4OC)CC3)cc21,-1,-11,0,-0.5,1.6,-1.5,-1.1,0.3,2.2,-1.5,-6
COc1cccc(-n2c(C)c(C(C)=O)c(C(C)=O)c2C)c1,6,-5,-5,-1.0,1.5,-1.1,-1.0,-0.1,0.9,1.0,-5
CCOC(=O)CNc1nc(-c2ccncc2)nc2ccccc12,-1,-19,4,-1.7,-1.4,2.8,-1.4,-0.2,-0.1,-2.4,3
CCc1nc(NCCO)c(C#N)c2c1CCCC2,5,-23,-3,-1.5,2.0,0.9,-1.8,-0.2,-2.5,-1.6,-5
O=C(Nc1cccc(C(F)(F)F)c1)Oc1ccccc1N1CCOCC1,1,-5,-2,-2.5,2.0,0.6,-1.7,-0.1,1.1,2.4,-2
Cc1ccc(C(=O)N/C(=C/c2ccc(-c3cccc([N+](=O)[O-])c3)o2)C(=O)NC(C)(C)C)cc1,15,1,2,-1.8,1.8,-1.5,-2.1,-0.6,-1.6,-0.8,1
O=C(/C=C/c1ccc2c(c1)OCO2)Nc1c(C(=O)O)[nH]c2ccccc12,-48,-3,1,3.3,-4.6,-3.2,0.1,1.3,-2.4,3.4,3
FC(F)(F)c1cccc(Cc2noc(CN3CCC(c4ccncc4)CC3)n2)c1,-12,-3,-6,-3.4,-2.5,0.5,-3.0,-4.6,-2.2,-5.9,-3
Fc1ccc(-c2nc3ccc(Br)cn3c2Cc2ccccc2C(F)(F)F)cc1,-24,-24,4,0.6,x,1.2,-0.9,0.7,x,4.5,-1
c1cncc(Oc2cccc(Oc3cccnc3)c2)c1,2,2,1,-0.8,1.4,0.9,-1.2,-0.7,-0.5,-1.4,-2
O=C(CC(=O)N/N=C/c1ccccc1O)NCc1cccnc1,19*,-58,2,4.8,-1.8,-0.1,-0.3,-0.2,0.1,-0.2,-1
CNC(=S)NCCCc1ccccc1,10,-4,1,0.8,-0.8,-0.6,-0.5,0.0,-1.2,0.0,2
O=C(/C=C/N1CCOCC1)c1cc2ccccc2o1,-3,-11,2,0.8,2.1,2.7,-0.6,0.1,3.6,0.5,-1
O=C(Nc1ccc(N2CCOCC2)c(Cl)c1)c1cccnc1,0,0,3,-1.3,3.3,-1.1,-0.8,1.0,0.1,2.2,-3
CC(C)Oc1cccc(C(=O)C2CCCN(Cc3cccn3-c3cccnc3)C2)c1 (centres undefined),-40,-9,-5,-1.3,-0.8,-2.3,-1.6,-0.8,0.4,-5.5,4
Cc1ccc(NC(=S)NNC(=S)NC2CCCCC2)cc1,7,-1,4,0.4,1.5,0.6,-1.7,0.2,-0.1,7.9,-4
Cc1onc(-c2ccccc2)c1C(=O)N1CCc2ccccc21,-4,-1,-2,1.2,-2.3,2.1,-0.9,0.2,-1.2,-1.3,-4
O=C(N/N=C/c1ccc(OCc2ccccc2)cc1)c1ccncc1,-6,-54,-1,0.8,1.0,0.8,0.2,-0.1,2.0,8.4,3
CCc1ccc(-c2nnn(Cc3nn[nH]n3)n2)cc1,9,1,6,-0.6,0.9,2.7,-1.2,0.4,-0.2,0.0,1
O=C(c1ccccc1)c1ccccc1C(=O)N1CCOCC1,-1,-2,-3,0.2,-1.8,0.5,-2.2,0.2,0.9,-1.7,3
CCOc1ccc(/C=C/C(=O)Oc2ccc(OC)cc2)cc1,-2,-3,1,-1.4,0.5,-1.3,-1.0,0.2,1.5,0.4,0
COc1ccc(/C=N/NC(=O)c2ccc3nc[nH]c3c2)c(OC)c1OC,6,-12,-2,0.9,1.1,0.8,-1.1,0.3,x,1.1,-7
COc1ccc(S(=O)(=O)Nc2cc(S(=O)(=O)c3ccccc3)c(O)cc2C)cc1,-7,-11,1,-2.9,0.3,2.0,-0.8,0.1,0.3,3.8,11
Cc1ccc(-c2nnc(SCC(N)=O)n2C)cc1,3,3,-1,0.2,-1.2,-1.4,-1.0,-0.4,-0.6,-2.9,4
Cc1nn(CCC(=O)NNC(=S)Nc2ccc(F)cc2)c(C)c1Br,16,-1,0,-1.4,2.1,1.0,-0.9,-0.7,0.1,0.6,-4
CCOc1cc(/C=C2\NC(=O)NC2=O)cc([N+](=O)[O-])c1O,3,1,4,-1.9,-1.4,-34,-0.5,-0.1,-0.7,-0.6,19*
CCCCCN(C(=O)CCC(=O)OCC(=O)NCCc1ccccc1)c1c(N)n(CCCC)c(=O)[nH]c1=O,-7,-1,2,-1.7,2.2,-0.1,-0.9,0.7,1.6,1.0,-4
CN(C)CCCn1c(SCc2ccc(Cl)cc2)nnc1-c1ccncc1,3,0,-1,-1.2,0.4,-0.1,-0.9,0.2,0.3,2.1,-2
Cc1ccc(C)c(C(=O)O/N=C(\N)c2ccc(Br)cc2)c1,-4,1,5,3.4,2.4,-0.1,-0.3,0.4,3.0,6.5,-3
O=C(CCCOc1ccc(Cl)cc1Cl)N1CCCc2ccccc21,-3,-1,0,0.1,4.6,0.1,-1.1,-0.4,-1.0,-2.4,-5
COc1ccc(NC(=O)CNS(=O)(=O)c2ccc(Cl)cc2)cc1,-15,-2,0,-0.8,0.9,-2.1,-1.0,-0.9,0.6,-1.4,-1
N#Cc1c(N)c(C(=O)c2ccc(Cl)cc2)n2c1CCC2,8,-1,0,-0.8,0.6,0.9,-1.2,0.2,-0.7,0.5,-3
Cc1occc1C(=O)NNC(=O)C1CCCCC1,9,2,-1,-0.5,1.3,0.4,-1.2,0.2,0.3,0.5,2
COC(=O)c1ccc(C2NC(=O)CCC2[N+](=O)[O-])cc1 (centres undefined),18,-4,-3,-0.9,-2.0,2.2,-0.3,-0.2,0.5,1.7,4
COc1cc(Cl)c(C)cc1NC(=O)CN(C)C1CCS(=O)(=O)C1 (centres undefined),14,-4,-4,1.0,1.8,-1.1,-0.6,2.5,-0.3,-3.4,-8
C=CCn1c(-c2ccc(OC)c(OC)c2)n[nH]c1=S,2,-2,-9,-2.4,0.4,2.3,-0.8,0.3,-0.9,0.9,-4
O=C(O)c1ccc(-n2cccn2)nc1,2,3,0,-0.1,2.7,0.7,-1.5,0.3,0.4,-0.1,0
CCc1c(C)nc(SCC(=O)CC(=O)OC(C)C)c(C#N)c1C,-6,-48,0,-2.0,-0.5,0.8,-1.1,1.0,-0.7,0.0,4
CCOC(=O)C(C)Sc1nc2ccccc2c(=O)n1CC (centres undefined),-1,2,-1,-1.1,1.9,3.0,-1.3,-0.7,-0.3,-1.1,-4
Cc1ccc(-c2nn(-c3ccccc3)cc2C(=O)N2CCN(c3ccccn3)CC2)cc1,-3,1,2,-1.6,3.4,-1.9,-1.3,0.4,1.1,0.5,4
Cc1ccc(S(=O)(=O)N2CCC(C(=O)O)CC2)cc1C(=O)O,14,3,-5,1.4,-1.9,3.0,-0.4,-0.8,-0.7,3.0,6
CS(=O)(=O)N(CC(=O)N1CCN(c2ccccc2)CC1)c1ccc(Cl)c(C(F)(F)F)c1,-3,5,-2,-2.0,-0.7,-0.8,-1.3,-0.2,-0.7,0.2,-4
Cc1ccc(N2CCN(C(C(=O)Nc3c(C)cccc3C)c3cc4ccccc4o3)CC2)cc1 (centres undefined),1,-1,-1,1.1,x,-1.1,-1.0,2.1,x,0.8,3
CCOC(=O)CSc1nc(C2CC2)nc2ccccc12,-5,1,0,-3.0,1.9,0.2,-0.8,0.4,-1.1,-0.7,-5
COC(=O)c1ccccc1NC(=O)c1cc2n(n1)C(C(F)F)CC(C(F)F)N2 (centres undefined),-3,3,0,-1.0,2.5,-0.6,-1.2,0.2,-0.4,-2.6,0
CC(C)NC(=O)c1cc2ccccc2o1,7,1,5,-1.8,-2.3,0.8,-0.9,0.0,5.1*,1.8,-11
Cc1nn(C(C)C)c(C)c1CN1CCN(Cc2ccsc2)C(CCO)C1 (centres undefined),0,3,0,0.0,0.6,1.3,-1.8,0.7,-0.7,-1.5,-3

# A draw from above in order of length of the SMILES, highest first.
SMILES,sPLA2-III inh,PLC-beta3 inh,SMARCA2 act,hcDAF12 agonist,FXN GAA850 act,PG9 binder,ssDAF12 agonist,DAX1 inh-1,DAX1 inh-2,hgDAF-12 ag,Rev-erbA mod
COC(=O)c1ccccc1NC(=O)c1cc2n(n1)C(C(F)F)CC(C(F)F)N2 (centres undefined),-3,3,0,-1.0,2.5,-0.6,-1.2,0.2,-0.4,-2.6,0
CN(C)CCCn1c(SCc2ccc(Cl)cc2)nnc1-c1ccncc1,3,0,-1,-1.2,0.4,-0.1,-0.9,0.2,0.3,2.1,-2
O=C(N/N=C/c1ccc(OCc2ccccc2)cc1)c1ccncc1,-6,-54,-1,0.8,1.0,0.8,0.2,-0.1,2.0,8.4,3

# (list continues)
SMILES,sPLA2-III inh,PLC-beta3 inh,SMARCA2 act,hcDAF12 agonist,FXN GAA850 act,PG9 binder,ssDAF12 agonist,DAX1 inh-1,DAX1 inh-2,hgDAF-12 ag,Rev-erbA mod
CSc1ccc(CNC(=O)C2CCC(=O)N(CCc3ccc(Cl)cc3)C2)cc1 (centres undefined),-3,4,-2,-1.9,-3.1,-1.9,-1.6,-0.5,0.1,0.0,-9
CC(NC(=O)C1=CC=CN2CCS(=O)(=O)N=C12)c1ccc(Cl)c(Cl)c1 (centres undefined),0,-166,1,0.5,-1.9,-0.9,-0.9,2.1,0.8,-1.4,1
COc1ccc(S(=O)(=O)c2c(C)c(NS(=O)(=O)c3ccccc3)cc(C)c2O)cc1,-29,-1,1,-1.9,0.5,-0.3,-1.4,-1.3,-0.4,2.0,1
COc1ccc(CCN(C)CCc2ccc(OC)c(OC)c2)cc1OC,12,0,-4,-0.7,1.6,-0.6,-1.4,0.9,-1.0,-2.1,11
COC(=O)[C@]1(CC(C)C)N[C@H](c2ccc(-c3ccc(C(C)=O)cc3)cc2)[C@@H]2C(=O)N(C)C(=O)[C@@H]21,2,3,0,-1.1,-0.2,3.1,-1.0,0.7,1.1,-0.2,-3
O=C(C[C@H]1CC[C@@H]2[C@H](COC[C@@H](O)CN2Cc2cccc(F)c2)O1)NCC1CCCCC1,2,1,1,0.6,x,-1.8,-0.9,-2.0,x,-1.3,-5
O=C(COc1ccc(Br)cc1Cl)c1ccc[nH]1,0,-10,1,3.2,6.5,-1.8,-1.5,0.0,1.2,13*,3
O=C(CNC(=O)c1ccccc1Cl)NC1CCN(Cc2ccccc2)CC1,-1,-6,-1,0.0,0.1,-0.8,-1.6,0.5,0.5,1.6,1
O=C(N1CCOCC1)C12CC3CC(C1)CC(C(=O)N1CCOCC1)(C3)C2,5,2,-3,-2.0,-1.1,1.9,-1.2,-0.1,-1.3,-0.6,3
C[C@@H]1CN([C@H](C)CO)C(=O)c2cc(NC(=O)c3ccncc3)ccc2O[C@@H]1CN(C)C(=O)Nc1ccccc1,-2,1,0,-1.1,0.0,0.1,-1.0,0.6,1.2,-0.6,-5
